# Compound activity (PubChem BioAssay)
# DAGLB inh: diacylglycerol lipase beta (human) inhibition; Q8NCG7; HEK293T DAGLB membrane lysate, EnzChek fluorogenic substrate; inhibition, % at 5.17 µM; actives 0.059% (n = 340,000); AID 504411; in the data active = inhibition above about 34%;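 note: 0% = enzyme with vehicle and 100% = wells lacking enzyme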
# Keap1-Nrf2 PPI: Keap1-Nrf2 (human) interaction inhibition. Q14145. Keap1 Kelch-Nrf2 peptide fluorescence polarization, 1536-well. inhibition, % at 9.4 µM. actives 0.15% (n = 340,000). AID 504523; in the data active = inhibition above about 12%;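 note: human Keap1 Kelch domain with fluorescein labeled Nrf2 9mer peptide probe; 0% = neutral control wells and 100% = peptide positive control; higher means more block of Keap1 binding to Nrf2 peptide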
# Target sequence (Q14145 whole entry, looked up, the tested form may be a part): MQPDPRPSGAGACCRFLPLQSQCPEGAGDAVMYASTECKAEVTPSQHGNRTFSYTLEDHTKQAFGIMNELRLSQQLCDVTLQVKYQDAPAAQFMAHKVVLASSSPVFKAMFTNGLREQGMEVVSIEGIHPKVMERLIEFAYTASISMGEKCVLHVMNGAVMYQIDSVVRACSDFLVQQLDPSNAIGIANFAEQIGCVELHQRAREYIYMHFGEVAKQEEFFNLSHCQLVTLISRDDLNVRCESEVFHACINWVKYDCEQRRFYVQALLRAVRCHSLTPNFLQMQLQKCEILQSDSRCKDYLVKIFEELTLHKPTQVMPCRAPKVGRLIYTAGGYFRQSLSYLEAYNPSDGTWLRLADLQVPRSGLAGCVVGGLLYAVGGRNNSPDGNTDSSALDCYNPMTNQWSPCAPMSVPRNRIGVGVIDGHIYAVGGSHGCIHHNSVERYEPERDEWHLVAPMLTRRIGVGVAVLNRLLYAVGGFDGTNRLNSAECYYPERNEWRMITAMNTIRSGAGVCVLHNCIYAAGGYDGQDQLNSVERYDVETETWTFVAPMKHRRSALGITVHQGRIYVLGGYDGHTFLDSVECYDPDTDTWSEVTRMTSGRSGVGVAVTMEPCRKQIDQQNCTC
# PKA-R2B activ: activates the human PKA-R2B holoenzyme complex | P22694+P31323 | PKA-R2B holoenzyme dissociation, Cy5-IP20 fluorescence polarization; R2B truncated from residue 108, S112A mutant; 0% DMSO only, 100% 113 µM cGMP | activation, % at 11.4 µM | actives 0.079% (n = 340,000);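 active = activation above a cutoff set at the mean over all compounds plus 3 SD, cut at about 18% in these data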;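 note: higher means more holoenzyme dissociation and a rise in polarization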
# Target sequence (P31323 whole entry, looked up, other chains not shown, the tested form may be a part): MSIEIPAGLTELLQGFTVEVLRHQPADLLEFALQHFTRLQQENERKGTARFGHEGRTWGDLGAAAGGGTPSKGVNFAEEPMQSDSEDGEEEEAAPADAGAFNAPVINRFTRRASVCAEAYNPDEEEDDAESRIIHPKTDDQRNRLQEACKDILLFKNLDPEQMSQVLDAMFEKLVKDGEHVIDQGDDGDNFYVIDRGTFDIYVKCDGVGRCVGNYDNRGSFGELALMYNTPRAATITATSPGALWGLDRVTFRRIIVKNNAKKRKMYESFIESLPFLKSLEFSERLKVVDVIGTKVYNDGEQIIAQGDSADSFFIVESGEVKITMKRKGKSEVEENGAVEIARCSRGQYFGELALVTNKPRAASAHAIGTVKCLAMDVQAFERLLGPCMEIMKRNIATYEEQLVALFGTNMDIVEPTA
# PvdQ acylase: P. aeruginosa PvdQ acylase inhibition; purified PvdQ acylase, fluorescence plate reader; inhibition, % at 10 µM; actives 0.063% (n = 340,000); AID 488965; in the data active = inhibition above about 30%, passing the limit was not always enough;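 note: 0% = vehicle neutral wells and 100% = reference inhibitor wells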
# NSD2 HMT inh: inhibitors of human histone methyltransferase NSD2; O96028; NSD2 peptide methylation, AlphaScreen, 120 min; inhibition, % at 12.5 µM; actives 0.54% (n = 310,000); AID 743445; in the data active = inhibition above about 50%
# SR-BI uptake up: enhances SR-BI lipid uptake from DiI-HDL | CHO ldlA[mSR-BI] cells, DiI-HDL uptake fluorescence, 3 h; 100 = double the neutral-control signal | activation, % at 12.5 µM | actives 0.096% (n = 320,000) | AID 504775;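 active = mean replicate activation of at least 60% and every replicate at or above 60%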;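 note: 0% = median plate neutral-control signal and 100% = twice that signal; values of inactives mirror those of a sister screen read the other way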
#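 system = CHO ldlA[mSR-BI] cells, LDL receptor-null, SR-BI overexpressing | medium = Ham's F12 with 0.5% BSA, HEPES 25 mM, pH 7.4 | probe or stimulus = DiI-HDL 10 µg/mL | compound dosing = single-point compound dose | incubation = compound exposure 3 h, 37 °C | technique = DiI fluorescence, bottom read | read-out = cell-associated DiI fluorescence as measure of HDL uptake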
# SR-BI DiI inh: mouse SR-BI HDL lipid transfer inhibition | ldlA[mSR-BI] CHO cells, DiI-HDL uptake fluorescence, 3 h | inhibition, % at 12.5 µM | Q61009 | actives 0.96% (n = 320,000);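 active = mean replicate inhibition of at least 70% and a set share of replicates each scoring 70 or more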;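 note: 0% = median of neutral control wells and 100% = median of positive control wells; values of inactives mirror those of a sister screen read the other way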
# Cardiac RTF inh: cardiac RTF calcium desensitization | P19429+P45379 | IANBD-labeled cardiac RTF, Ca2+ fluorescence | inhibition, % at 7.15 µM | actives 0.12% (n = 340,000);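 active = inhibition above the mean inhibition of all tested compounds plus 3 SD, cut at about 17% in these data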;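 note: assay run at fixed EC70 calcium of 1.6 mM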
# C-LANA FP: blocks KSHV LANA C-terminal domain binding to DNA | MBP-C-LANA/FAM-LBS DNA binding, fluorescence polarization | AID 504423 | actives 0.078% (n = 340,000) | inhibition, % at 9 µM;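 active = highest replicate inhibition at or above 60% at 9 µM, even if other replicates fall short; inactive = all replicates below 60% inhibition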;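 note: 0% = neutral control wells and 100% = 4 µM acridine orange control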
# Arr AP2 block: inhibitors of human beta-arrestin and AP2 interaction. AID 504490. inhibition, % at 10 µM. FITC-arrestin peptide / GST-AP2 beads, flow cytometry; AP2 beta2 appendage carries R879A mutation. actives 0.31% (n = 340,000);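 active = inhibition above a set limit, near 3 SD of compounds lacking own fluorescence, cut at about 54% in these data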;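 note: plate controls were DMSO wells for no effect and 5 µM unlabelled arrestin peptide for full effect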
#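 System: GST-tagged AP2 beta2-adaptin appendage (R879A) on 4 µm glutathione beads / Reagent: FITC-arrestin peptide, 50 nM / Detection: HyperCyt-sampled flow cytometry, FL1 channel, ex 488/em 535 nm / Timing: 12 min plus 1 h, RT / Buffer or medium: PBS plus Tween 20 (0.05%) and BSA (0.1%)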
# * marks the source's active call; other numbers are inactive results; . = no result given; & = joins results of further samples. Rows are unselected (roughly 2.1% active in at least one column).
SMILES,DAGLB inh,Keap1-Nrf2 PPI,PKA-R2B activ,PvdQ acylase,NSD2 HMT inh,SR-BI uptake up,SR-BI DiI inh,Cardiac RTF inh,C-LANA FP,Arr AP2 block
O=C(COC(=O)COc1ccc(Cl)cc1)NC1CCCCCC1,-5,3,3,-3,-4,1,-1,-4,-1.0,2
CC(C)(C)C(=O)Nc1nnc(SCC(=O)NCc2cccs2)s1,3,-2,-8,-9,-3,12,-12,-7,0.2,-3
CCN(CC)S(=O)(=O)c1ccc(N2CCOCC2)c(NS(=O)(=O)c2cccs2)c1,-1,-7,-3,-17,-1,19,-19,-7,4.0,-5
CC(C)(C)NC(=O)/C(=C\c1cccnc1)NC(=O)c1ccco1,-1,5,-4,-12,0,8,-8,-8,1.7,10
CCOC(=O)Cc1nnc(NC(=O)c2cccc(OCC)c2)s1,4,-2,-3,-7,.,.,.,-9,-0.8,5
CC(C)CCNC(=O)C1CCC(=O)N1CCc1ccccc1 (configuration not stated),1,0,-2,-5,0,-2,2,-14,0.8,18
COc1ccc(C2=NN3C(C2)c2ccccc2OC3c2cccs2)cc1 (configuration not stated),-3,-1,0,8,.,-22,22,3,-1.1,34
CCn1c2ccccc2c2cc(NC(=O)CNCC3CCCO3)ccc21 (configuration not stated),2,0,-10,4,10,-16,16,-4,1.0,10
CCC(C)NC(=O)C(NS(=O)(=O)c1cccc2nsnc12)c1ccccc1 (configuration not stated),5,-3,-1,-17,-1,2,-2,1,-1.0,20
NS(=O)(=O)c1ccc(CCNC(=O)c2cc(-c3ccccn3)nc3ccc(Br)cc23)cc1,6,-3,1,-10,-6,-31,31,-3,0.7,-10
C/C(N)=C(/C#N)C(=O)CSc1nnc(Nc2cccc(C)c2C)s1,1&3,0&-1,-13&4,5&-2,2&3,11&-10,-11&10,2&4,0.0&0.3,-5&7
COC(=O)CSc1ncnc2c1cnn2-c1ccc(C)cc1C,-5,0,-4,-3,-6,32,-32,9,-1.6,41
O=C(CSc1nnc(COc2ccc(Cl)cc2)o1)N1CCN(c2ccccc2)CC1,-2,-6,-8,6,.,5,-5,-5,1.7,7
COc1ccc(NC(=O)c2ccc(NC(=O)C3CC3)cc2)cc1,-1,-5,4,-13,0,-34,34,3,-0.1,0
O=C1CN(S(=O)(=O)c2ccc(F)cc2)c2ccccc2N1,2,-1,6,14,-2,4,-4,2,8.3,-11
O=C(NC(=S)Nc1ccccc1O)c1ccc(Cl)cc1Cl,-3,-6,-16,-17,11,-12,12,-17,0.6,13
C[C@H](CO)N1C[C@H](C)[C@@H](CN(C)S(=O)(=O)c2cccs2)Oc2ccc(NC(=O)Cn3cnnn3)cc2C1=O,-4,1,2,-14,.,11,-11,-7,-1.4,-20
O=C(NN=C1CCCCCCCCCCC1)c1ccccc1F,0,-9,-11,-17,20,-12,12,14,0.7,-4
COc1ccc(C(=O)c2cn[nH]c2-c2ccc(C)cc2O)cc1,0,-9,-3,-29,2,-11,11,-2,1.5,-12
Cc1ccc(NC(=O)CN2C(=O)C(=O)N(C3CCCC3)C2=O)c(Cl)c1,-1,-3,-8,-10,-1,19,-19,-6,-3.0,27
COC(=O)c1cc(Oc2ccc(S(=O)(=O)N3CCOCC3)cc2[N+](=O)[O-])cc(C(=O)OC)c1,-5,-4,-8,-8,1,-71,71*,-11,-1.9,8
CCCCn1c(=O)c(CCC(=O)OCC(=O)NCc2ccc(OC)c(OC)c2)nc2ccccc21,0,3,5,-7,0,5,-5,-5,-1.3,8
O=[N+]([O-])c1ccc(CN2CCN(c3ccc(F)cc3)CC2)o1,2,4,-16,-13,1,21,-21,-8,0.5,-5
Cc1ccc2nc(Cl)c(C3CC(c4cccs4)=NN3C(=O)CCC(=O)O)cc2c1 (configuration not stated),3,-5,-5,-11,0,19,-19,6,-0.8,-4
Cn1cc(SCC(=O)O)c2ccccc21,2,5,-10,3,-1,8,-8,-6,-0.1,29

# Rewritten as tab-separated lines: 10 of the compounds above.
SMILES	DAGLB inh	Keap1-Nrf2 PPI	PKA-R2B activ	PvdQ acylase	NSD2 HMT inh	SR-BI uptake up	SR-BI DiI inh	Cardiac RTF inh	C-LANA FP	Arr AP2 block
CC(C)(C)C(=O)Nc1nnc(SCC(=O)NCc2cccs2)s1	3	-2	-8	-9	-3	12	-12	-7	0.2	-3
CCN(CC)S(=O)(=O)c1ccc(N2CCOCC2)c(NS(=O)(=O)c2cccs2)c1	-1	-7	-3	-17	-1	19	-19	-7	4.0	-5
CC(C)(C)NC(=O)/C(=C\c1cccnc1)NC(=O)c1ccco1	-1	5	-4	-12	0	8	-8	-8	1.7	10
CCOC(=O)Cc1nnc(NC(=O)c2cccc(OCC)c2)s1	4	-2	-3	-7	.	.	.	-9	-0.8	5
CC(C)CCNC(=O)C1CCC(=O)N1CCc1ccccc1 (configuration not stated)	1	0	-2	-5	0	-2	2	-14	0.8	18
COc1ccc(C2=NN3C(C2)c2ccccc2OC3c2cccs2)cc1 (configuration not stated)	-3	-1	0	8	.	-22	22	3	-1.1	34
CCn1c2ccccc2c2cc(NC(=O)CNCC3CCCO3)ccc21 (configuration not stated)	2	0	-10	4	10	-16	16	-4	1.0	10
CCC(C)NC(=O)C(NS(=O)(=O)c1cccc2nsnc12)c1ccccc1 (configuration not stated)	5	-3	-1	-17	-1	2	-2	1	-1.0	20
NS(=O)(=O)c1ccc(CCNC(=O)c2cc(-c3ccccn3)nc3ccc(Br)cc23)cc1	6	-3	1	-10	-6	-31	31	-3	0.7	-10
C/C(N)=C(/C#N)C(=O)CSc1nnc(Nc2cccc(C)c2C)s1	1&3	0&-1	-13&4	5&-2	2&3	11&-10	-11&10	2&4	0.0&0.3	-5&7

# Further entries follow:
SMILES,DAGLB inh,Keap1-Nrf2 PPI,PKA-R2B activ,PvdQ acylase,NSD2 HMT inh,SR-BI uptake up,SR-BI DiI inh,Cardiac RTF inh,C-LANA FP,Arr AP2 block
FC(F)(F)c1cc(-c2ccccc2)nc(-n2cc(Cl)cn2)n1,-8,0,-5,-17,-2,.,.,-9,0.6,-6
O=C(Nc1cccc(S(=O)(=O)N2CCCCCC2)c1)C1=COCCO1,1,-1,-13,-14,1,-2,2,-7,0.3,-5
CC(C)C(OC(=O)c1ccco1)C(=O)NCc1ccco1 (configuration not stated),-1,2,6,4,0,-1,1,-1,1.2,37
Cc1ccc(C(=O)Nc2ccccc2)cc1S(=O)(=O)N1CCN(C)CC1,-4,-3,-7,2,1,-11,11,-4,-0.5,15
COc1ccccc1NCC(=O)n1nc(C)cc1C,1,4,-1,-7,.,11,-11,-5,0.0,19
NC(=O)CSc1nnnn1-c1ccccc1Cl,-1,4,-10,-8,-7,32,-32,0,-1.5,17
O=C(Nc1ccc(Oc2ccsc2C(=O)O)cc1)c1ccccc1,-1,-4,13,-12,-4,24,-24,-5,-0.6,13
O=C(CN1CCN(Cc2ccccc2F)C1=O)NCCc1ccc(Cl)cc1,1,0,-1,-3,.,-11,11,-7,-1.4,5
Cc1sc(NC(=O)c2ccccc2)c(C(c2ccc(Cl)cc2)N2CCN(CCO)CC2)c1C (configuration not stated),1,-2,-12,-11,0,35,-35,-5,1.0,-11
CCCNC(=S)Nc1ccc2nc(-c3ccccn3)c(-c3ccccn3)nc2c1,-1,-6,-4,-4,6,-26,26,-4,1.9,5
COc1ccc(NC(=O)/C(=C/c2cccs2)NC(=O)c2ccco2)cc1,0,-5,-6,6,0,7,-7,-3,-2.1,1
COc1ccc(NC(=O)CSc2c3c(nc4ccccc24)CCCC3)c(OC)c1,-7,-21,-6,10,-2,-26,26,2,0.2,4
CCN(Cc1ccncc1)C(=O)c1cc(COc2ccc(C)c(C)c2)on1,-2,-4,1,-8,-2,-9,9,2,-0.9,-13
COc1ccc(OC)c(/C=N/NC(=O)c2ccncc2)c1,-1,-1,-8,9,1,1,-1,2,-0.1,44
O=C(CN(C(=O)CCC(=O)Nc1ccccn1)c1cccc(F)c1)NCc1ccc2c(c1)OCO2,1,-6,3,-14,1,0,0,13,0.4,0
COC(=O)C(CC(C)C)NC(=O)CNC(=O)c1ccccc1C (configuration not stated),0,4,-3,-3,2,27,-27,6,0.5,0
NC(=O)C1CCN(C(=O)C2CCN(S(=O)(=O)c3ccccc3)CC2)CC1,0,0,5,-11,.,28,-28,3,-0.8,-4
COc1cccc(C(=O)Nc2ccc(NC(=O)Cc3ccccc3)cc2)c1,0,4,-1,0,-1,-15,15,2,3.3,-3
Cc1ccc(NC(=O)C2CCCN2S(=O)(=O)c2ccc(F)cc2)c(C)c1 (configuration not stated),2,4,-2,-7,-3,-4,4,-10,2.0,1
CC(Sc1nc(N)cc(N)n1)C(=O)NCC1CCCO1 (configuration not stated),0,-2,-11,-11,-2,0,0,-11,2.5,-7
O=S(=O)(c1cccc(-c2nnc(SC(F)F)n2-c2ccccc2)c1)N1CCCCC1,0,3,-2,-9,-2,13,-13,-7,-2.2,1
Cc1ccccc1Nc1nnc(SCC(=O)c2c(N)n(C3CC3)c(=O)[nH]c2=O)s1,4,-7,-4,-15,1,17,-17,6,1.6,-3
Cc1ccc2nc(-c3ccc(Br)cc3)cn2c1,-3,-2,-10,4,.,-16,16,-3,0.1,21
Cc1ccccc1-c1cc(C(=O)NCC2CC2)n(CC2CC(c3cccnc3)=NO2)n1 (configuration not stated),-2,4,-4,1,.,-14,14,-5,-3.7,33
N#C/C(=N\Nc1ccccc1)C(=N)N1CCOCC1,0,-6,-5,9,33,-9,9,-11,-0.1,6
CC1CN(C(=S)SCCN2C(=O)CCC2=O)CC(C)O1 (configuration not stated),-4,-2,1,-2,-1,6,-6,3,-1.0,38
CC(C)=CCC/C(C)=C/CNC(=O)C[C@H]1C[C@H](C(=O)N2CCOCC2)[C@@]2(C)c3[nH]c4cc(CCC(=O)N(C)C)ccc4c3CCN2C1=O,1,-7,1,-1,.,-11,11,-7,0.9,47
COc1ccc(C(=O)NCC(c2ccccc2)N2CCCC2)cc1S(=O)(=O)N1CCOCC1 (configuration not stated),-1,-5,-1,4,0,34,-34,-2,-0.9,4
